OX1R antag-1 = human HCRTR1 antagonism. O43613. CHO/OX1R cells, Fluo-8 calcium fluorescence, orexin A. inhibition, % at 5 µM. 330,000 compounds, 0.43% hits. AID 434989;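 active = inhibition above its plate's threshold, mean inhibition of all tested compounds on the plate plus 3 SD, cut at about 37% in these data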;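 note: 0% = orexin A challenge wells and 100% = SB-334867-A antagonist wells; not every result past the cut was called active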
Target sequence (O43613 whole entry, looked up): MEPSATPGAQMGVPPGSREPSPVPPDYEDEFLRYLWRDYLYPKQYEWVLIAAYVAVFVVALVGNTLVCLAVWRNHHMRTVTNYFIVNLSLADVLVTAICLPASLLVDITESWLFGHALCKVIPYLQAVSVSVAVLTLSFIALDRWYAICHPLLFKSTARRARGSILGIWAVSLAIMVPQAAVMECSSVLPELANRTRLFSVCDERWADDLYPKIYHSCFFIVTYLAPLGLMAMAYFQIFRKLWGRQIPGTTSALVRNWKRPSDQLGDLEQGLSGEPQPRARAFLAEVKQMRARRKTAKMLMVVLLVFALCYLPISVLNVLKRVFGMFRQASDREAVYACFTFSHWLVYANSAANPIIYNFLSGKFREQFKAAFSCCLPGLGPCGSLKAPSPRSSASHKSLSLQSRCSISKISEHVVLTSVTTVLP
OX1R antag-2 = OX1R (human) antagonism; AID 485270; O43613; inhibition, % at 6.6 µM; OX1R-expressing cells, FRET antagonist read-out; 330,000 compounds, 1.8% hits; in the data active = inhibition mostly above about 38%, no sharp cut-off; inactive = mostly below about 40%;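 note: 0% = agonist challenge alone and 100% = reference antagonist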
* hit, by the source's call.

SMILES | OX1R antag-1 | OX1R antag-2
Nc1nonc1-n1nnc(C(=O)N/N=C/c2ccc(OCc3ccccc3F)cc2)c1CNc1ccccc1 | 14 | 30
Cc1ccnc(NC(=O)Nc2ccc(F)cc2)c1 | -6 | 21
CC(C)c1ccc(S(=O)(=O)N2CCN(C(=O)C3CCCCC3)CC2)cc1 | -6 | 5
C[C@H](CO)N1C[C@H](C)[C@@H](CN(C)C(=O)NC2CCCCC2)Oc2ccc(NS(=O)(=O)c3ccc(F)cc3)cc2C1=O | -20 | 5
COc1cc(C2c3sc(=O)[nH]c3SC3C(=O)N(c4ccc(C)cc4)C(=O)C32)ccc1O (configuration not stated) | -14 | 10
O=C(NCC1CCCO1)C1CC(=O)N(C2CCCC2)C1 (configuration not stated) | -12 | 9
CCOc1ccc(Nc2nc3c(c(=O)[nH]2)CCCC3)cc1 | -19 | 10
Oc1oc(-c2ccc(Br)cc2)nc1/C=N/c1ccccn1 | -7 | 18
CCOC(=O)c1cccc(NC(=O)CCc2nnc3ccc(N4CCN(C)CC4)nn23)c1 | -6 | 10
S=C1NC[C@H](Cc2ccccc2)N1CCCCC1CCCCC1 | -27 | 9
O=C(C[C@H]1C/C=C\C[C@H](NC(=O)OCC2c3ccccc3-c3ccccc32)C(=O)OC[C@@H]2CCCN2C1=O)NCCO | 4 | 18
COc1cc2c(cc1OC)C(C)N(S(=O)(=O)c1cn(C)cn1)CC2 (configuration not stated) | -12 | 17
COc1ccc2oc(C(=O)NCc3ccccc3CN3CCCC3)c(C)c2c1 | -29 | 4
COc1ccc(NC(=O)C2=CC(c3ccc(OC)c(OC)c3)=NS(=O)(=O)N2C)cc1 | -24 | 13
Cc1cccc(N2C(=O)c3ccc(C(=O)Nc4cccc(C(=O)O)c4)cc3C2=O)c1 | 10 | 4
CC1C=CCC2C(=O)N(c3cccc(C(=O)N4CCCCCC4)c3)C(=O)C12 (configuration not stated) | -26 | 8
CC1Cc2ccccc2N1C(=O)CSc1nn2c(=O)c(C(C)(C)C)nnc2s1 (configuration not stated) | -28 | 15
COc1ccccc1N1C(=O)[C@@H]2[C@H](C1=O)[C@H](C(=O)c1ccc(OC(C)=O)cc1)N1N=CC=C[C@@H]21 | 6 | 2
CCOC(=O)c1cnn(-c2ccccc2)c1NC(=O)c1ccc(C)cc1 | -15 | 11
Cc1nnsc1C(=O)Nc1ccc(Cl)cc1Cl | -23 | 5
O=C(CN1C(=O)c2ccccc2S1(=O)=O)c1ccccc1 | -7 | -1
Cc1ccccc1SCC(=O)NNC(=O)c1ccccc1O | 2 | 19
CNC(=S)NCc1ccc2[nH]c(C)cc2c1 | -14 | 2
O=C(NCCc1ccccc1)C1CCCN1S(=O)(=O)c1cccc2nsnc12 (configuration not stated) | -13 | 43
CC1CC(C)CN(C(=O)c2cccc3c2-c2ccccc2C3=O)C1 (configuration not stated) | -50 | 21
Continued:
SMILES | OX1R antag-1 | OX1R antag-2
COc1cc(NC(=O)C2C3C=CC(C3)C2C(=O)O)ccc1NC(=O)c1ccccc1 (configuration not stated) | -4 | 22
O=C(NCc1ccccc1F)C1CCCN(c2cnccn2)C1 (configuration not stated) | -5 | 0
COc1cccc(-c2nc(C(N)=O)c3[nH]c(=O)n(-c4cccc(Cl)c4)c3n2)c1OC | -11 | 9
COc1ccc(/C=C/C(=O)Nc2cc(=O)n(C)c(=O)n2C)cc1 | 13 | 42
CS(=O)(=O)c1ccc(-c2cccc(NC(=O)COc3ccccc3)c2)nn1 | -4 | 18
CCC/C(C#Cc1ccsc1)=C1/c2ccccc2C(=O)N1c1ccccc1 | -30 | 14
CN(Cc1ccccc1)S(=O)(=O)c1nnc(NC(=O)c2ccccc2F)s1 | -9 | 50
COc1ccc(Nc2nc(C)cc(C)n2)cc1Cl | -20 | 6
CCC(C)(C)NC(=O)Cn1c(-c2ccccc2)cc(C(C)=O)c1C | -10 | 18
NNC(=O)c1ccc(Cn2cc(Br)c(N)n2)cc1 | -27 | 8
CCOc1ccc(NC(=O)CN(C)C(=O)c2ccc(N3CCCCC3)c([N+](=O)[O-])c2)cc1OCC | -30 | 17
CCN1CCN(CCCNC(=O)c2ccc3c(c2)NC(=O)/C(=C\c2cccc(C)c2)S3)CC1 | -20 | 15
C=C(C)C1CC=C(C)/C(=N/NC(=S)Nc2ccccc2)C1 (configuration not stated) | -29 | 8
O=C(OCc1c(F)cccc1Cl)c1cccnc1Cl | -20 | 23
COC(=O)C(CC(C)C)Oc1ccc2c(C)cc(=O)oc2c1 (configuration not stated) | -35 | 22
Cc1nn(C(C)C(=O)NCCCN2CCCCCC2)c(=O)c2cc3sccc3n12 (configuration not stated) | -28 | 4
COc1cc(OC)cc(C(=O)NC(c2ccccc2)c2ccccc2)c1 | -16 | 17
COC(=O)c1cc(S(=O)(=O)NCc2ccc3c(c2)OCO3)c[nH]1 | -2 | 7
O=C(NCCc1c[nH]c2ccccc12)C(=O)c1c[nH]c2ccccc12 | -4 | 12
Cc1ccc(NC(=O)CS(=O)(=O)c2cn(CC(=O)N3CCOCC3)c3ccccc23)cc1 | -27 | 5
COc1ccc(S(=O)(=O)Nc2ccc3c(c2)n(C)c(=O)n3C)cc1F | -13 | 18
COc1cc(OC)cc(C(=O)NC2CCSC2=O)c1 (configuration not stated) | -10 | 7
CCCCOCCCNC(=O)c1cccc(OC)c1 | -5 | 9
CCOC(=O)C(NC(=O)c1cccc(Cl)c1)(OCc1ccccc1)C(F)(F)F (configuration not stated) | -5 | 13
CCOC(=O)c1nn(-c2cccc(C)c2)cc1C(=O)c1ccccc1 | -28 | 9
Other compounds.
SMILES | OX1R antag-1 | OX1R antag-2
CCN(Cc1cc(OC)c(OC)c(OC)c1)C(=S)Nc1cccc(SC)c1 | -29 | -2
O=C1CCCc2c1nc(-c1cccc(Cl)c1)n2O | -2 | 14
Cc1nc(C)n(CC(=O)N2CCCC(C(=O)c3ccc(C(F)(F)F)cc3)C2)n1 (configuration not stated) | -11 | 10
COc1cc(C2NC(=O)NC(c3ccccc3)=C2C(C)=O)ccc1OCC#N (configuration not stated) | 13 | 10
CC(Oc1ccc(NC(=O)c2ccco2)cc1)C(=O)N1c2ccccc2CC1C (configuration not stated) | -25 | 25
CCOc1cc(-c2c(C#N)c(N)nc3c2CCCC3C)ccc1O (configuration not stated) | -38 | 28
CC(=O)Nc1cccc(NC(=O)c2ccc(Br)cc2)c1 | -13 | 9
Cc1c(C(=O)N(C)C)sc(NC(=O)c2cccc([N+](=O)[O-])c2)c1C#N | 8 | 13
CC1(C(=O)N2CC3(CC(c4ccccc4)=NO3)C[C@H]2C(=O)NCC(N)=O)CC1 (some centres not stated) | 8 | 8
CCOC(=O)c1nc(Nc2ccc(C)cc2)c2ccccc2n1 | -17 | 26
O=C/C(=C\Nc1ccc(C(=O)N2CCOCC2)cc1)c1nc2ccccc2o1 | -19 | 17
CCN(CC)C(=O)c1ccc(S(=O)(=O)N2CCC(c3nc4ccccc4s3)CC2)cc1 | 35 | 37*
CCOC(=O)Cn1nc(NC(=O)COc2ccc(F)cc2)cc1C | 5 | 18
CN(CCOc1ccc(Cl)cc1)C(=O)c1ccc(S(=O)(=O)N2CCOCC2)cc1 | -13 | 30
Cc1ccccc1NC(=O)C1CCN(S(=O)(=O)c2cccs2)CC1 | -17 | 20
Cc1ccc2nc(SCC(=O)Nc3cc(C(C)(C)C)nn3-c3ccccc3)[nH]c2c1 | -21 | 10
COc1ccc(N2CCN(C(=O)C(=O)c3c(C)[nH]c4ccccc34)CC2)cc1 | -12 | 9
CS(=O)(=O)N(CC(=O)N1CCCC1)c1cccc(F)c1 | -9 | 8
COC(=O)c1ccc(CNC(=O)COC(=O)c2ccccc2-c2ccccc2)cc1 | -24 | 10
O=C(/C=C/c1cccs1)Nc1ccncc1 | -20 | 13
COc1ccc(C(CNC(=O)Cn2[nH]c(=O)c3ccccc3c2=O)N2CCCC2)cc1 (configuration not stated) | -28 | 39
CC1CCCCN1C(=O)C1CC(c2ccc(F)cc2)=NO1 (configuration not stated) | -6 | 0
COCOc1cc(O)c(C(=O)/C=C/c2ccccc2)c(OCOC)c1 | -39 | 18
COc1ccc(S(=O)(=O)Nc2cc3c4c(c2)CCC(=O)N4CCC3)cc1C | -34 | 7
CC(C)CNC(=O)Nc1ccccc1F | -4 | 15
The list goes on:
SMILES | OX1R antag-1 | OX1R antag-2
COc1cc(O)c2c(=O)c3c(OC)c(O)ccc3oc2c1 | -3 | 28
O=C(NCC(=O)N(c1cccnc1)C(C(=O)NC1CCCC1)c1cccs1)c1cccs1 (configuration not stated) | -10 | 12
Nc1nc2n(n1)C(c1ccccc1)CC(c1ccc(F)cc1)N2 (configuration not stated) | -9 | 7
O=C(N/N=C\c1c(O)ccc2ccccc12)c1ccc(O)cc1 | -22 | 9
Cc1cc(Cl)c(S(=O)(=O)N/N=C/c2ccc3c(c2)OCO3)c(Cl)c1 | -8 | 22
C=CCn1c(C)cc(C(=O)COC(=O)/C=C/c2cccc(OC)c2)c1C | -3 | 44
CSc1ccccc1OCc1cc(C(=O)N(C)Cc2c(C)n[nH]c2C)no1 | -17 | 14
COCCn1c(C)cc(C(=O)COC(=O)c2ccc(S(=O)(=O)N(C)C)cc2)c1C | -5 | 9
O=C(CSc1ccc(-c2cccnc2)nn1)Nc1ccc(F)cc1F | -10 | 11
COc1ccc2[nH]c(=O)c(CN(Cc3ccccc3)C(=S)NCC3CCCO3)cc2c1 (configuration not stated) | -10 | 6
CCOC(=O)C1=C(COC(=O)CCOc2ccccc2C)NC(=O)NC1C (configuration not stated) | -34 | 28
Cc1cc(N2CCCC(C(=O)Nc3cccc(Cl)c3)C2)n2ncnc2n1 (configuration not stated) | -22 | 6
O=C(Nc1cccc(-c2nn[nH]n2)c1)c1ccc(Br)s1 | 0 | 10
Cc1cc(C)c[n+](-c2nc3ccccc3nc2[N-]S(=O)(=O)c2ccc(Cl)cc2)c1 | -20 | 11
CC(Sc1cnc2ccccc2n1)C(=O)O (configuration not stated) | -10 | -14
NC(=O)CSc1oc(-c2ccco2)nc1S(=O)(=O)c1ccc(F)cc1 | -18 | 14
O=C(NCc1ccncc1)c1ccc(Br)cc1 | -4 | 15
C=C1c2cc(CC)ccc2NC(=O)N1c1ccc(C)cc1 | -8 | 15
COc1ccc(C2CC(c3ccccc3)=NN2C(=O)CN2N=NC3C(=O)N(c4cccc(F)c4)C(=O)C32)cc1 (configuration not stated) | -1 | 10
NS(=O)(=O)c1ccc(NCCCn2ccnc2)c([N+](=O)[O-])c1 | 7 | 80*
NC(N)=NN=C1CCC(c2ccccc2)CC1 (configuration not stated) | -7 | 26
COC(=O)c1[nH]c2cc(OC)ccc2c1NC(=O)c1nonc1C | 6 | 21
CCCCCNC(=O)c1cc(S(=O)(=O)N2CCCCC2)ccc1F | -28 | 4
CCOc1ccc(NC(=O)CN(C)C(=O)C2CC(=O)N(c3ccc4c(c3)OCCO4)C2)cc1OCC (configuration not stated) | -13 | 12
Cc1ccccc1OCC(=O)Nc1cccc(S(=O)(=O)NC2=NCCCCC2)c1 | -25 | 9
(listing goes on)
SMILES | OX1R antag-1 | OX1R antag-2
O=C(CSC1c2ccccc2C(=O)N1c1ccccc1)N1CCOCC1 (configuration not stated) | -26 | 4
O=C(CCS(=O)(=O)c1cccs1)Nc1ccc(C(=O)NCc2ccc(F)cc2)cc1 | -14 | 12
Nc1nnn(Cc2ccccc2)n1 | -12 | 16
COc1ccc(CCNC(=O)C2CCN(C(=O)c3ccc(Cl)cc3)CC2)cc1OC | -22 | 8
CSC1=NS(=O)(=O)c2c(C)nn(C)c2S1 | 7 | 14
Cc1ccc(COC(=O)c2cc(S(=O)(=O)N3CCOCC3)ccc2C)cc1 | -38 | 11
O=C(CC1SCCNC1=O)Nc1ccccc1Cl (configuration not stated) | 4 | -3
NC(=O)c1ccccc1NC(=O)CSc1nc2c(c(=O)[nH]1)CCCC2 | -11 | 15
CCOC(=O)c1ccc(N=C2SC(C(=O)NCCc3ccccc3)CC(=O)N2C)cc1 (configuration not stated) | -9 | 19
CCC(=O)c1cc2c(cc1NC(=O)C(C)C)OCCO2 | -29 | 15
N#C/C(=C1/C(=O)Nc2ccc(Br)cc21)c1ccccn1 | -15 | 34
COc1ccccc1CNS(=O)(=O)c1ccc(-n2cccn2)cc1 | 2 | 15

Compound activity deposited in PubChem BioAssay by The Scripps Research Institute Molecular Screening Center.
